# PABP1 MLLE inh = inhibitors of PABP1 MLLE–PAM2 peptide binding, primary screen, biochemical, fluorescence polarization, FITC-PAM2, GST-MLLE | inhibition, % at 20 µM | 360,000 tested, 0.36% active; in the data active = inhibition above about 35%, passing the limit was not always enough;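 also: plate controls were DMSO wells with GST-MLLE for no effect and wells lacking GST-MLLE protein for full effect; some results filed as inactive read as strong as hits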
# Tb MetRS inh = T. brucei MetRS inhibitors, primary screen, biochemical, luminescence | methionyl-tRNA synthetase (Trypanosoma brucei brucei) | inhibition, % at 11.9 µM | purified T. brucei MetRS, ATP depletion, Kinase-Glo luminescence | 360,000 tested, 0.4% active;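 active = inhibition above a per-plate cutoff of the control wells' mean inhibition plus 3 SD, cut at about 5.5% in these data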;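 also: 0% = DMSO wells median and 100% = median of wells with control inhibitor compound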
#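 Assay system: T. brucei methionyl-tRNA synthetase, purified | Medium: HEPES buffer with MgCl2, KCl, DTT, spermine, BSA, pyrophosphatase | Compound: 11.9 µM single point | Incubation: 15 min enzyme-compound preincubation, 2 h reaction, 10 min detection, 25 °C | Measured by: Kinase-Glo luciferase luminescence reporting remaining unconsumed ATP | Measure: % inhibition normalized to control-well medians | Replication: Singlicate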
# DNMT1 block = human DNMT1 methyltransferase inhibitors, primary screen, biochemical, molecular beacon, fluorescence, HinP1I cleavage, uHTS; inhibition (reported as % activation of signal), % at 10 µM; 360,000 tested, 0.83% active; AID 588458, 2011; in the data active = inhibition above about 50%
# Target sequence (P26358 504-1616 limits assumed): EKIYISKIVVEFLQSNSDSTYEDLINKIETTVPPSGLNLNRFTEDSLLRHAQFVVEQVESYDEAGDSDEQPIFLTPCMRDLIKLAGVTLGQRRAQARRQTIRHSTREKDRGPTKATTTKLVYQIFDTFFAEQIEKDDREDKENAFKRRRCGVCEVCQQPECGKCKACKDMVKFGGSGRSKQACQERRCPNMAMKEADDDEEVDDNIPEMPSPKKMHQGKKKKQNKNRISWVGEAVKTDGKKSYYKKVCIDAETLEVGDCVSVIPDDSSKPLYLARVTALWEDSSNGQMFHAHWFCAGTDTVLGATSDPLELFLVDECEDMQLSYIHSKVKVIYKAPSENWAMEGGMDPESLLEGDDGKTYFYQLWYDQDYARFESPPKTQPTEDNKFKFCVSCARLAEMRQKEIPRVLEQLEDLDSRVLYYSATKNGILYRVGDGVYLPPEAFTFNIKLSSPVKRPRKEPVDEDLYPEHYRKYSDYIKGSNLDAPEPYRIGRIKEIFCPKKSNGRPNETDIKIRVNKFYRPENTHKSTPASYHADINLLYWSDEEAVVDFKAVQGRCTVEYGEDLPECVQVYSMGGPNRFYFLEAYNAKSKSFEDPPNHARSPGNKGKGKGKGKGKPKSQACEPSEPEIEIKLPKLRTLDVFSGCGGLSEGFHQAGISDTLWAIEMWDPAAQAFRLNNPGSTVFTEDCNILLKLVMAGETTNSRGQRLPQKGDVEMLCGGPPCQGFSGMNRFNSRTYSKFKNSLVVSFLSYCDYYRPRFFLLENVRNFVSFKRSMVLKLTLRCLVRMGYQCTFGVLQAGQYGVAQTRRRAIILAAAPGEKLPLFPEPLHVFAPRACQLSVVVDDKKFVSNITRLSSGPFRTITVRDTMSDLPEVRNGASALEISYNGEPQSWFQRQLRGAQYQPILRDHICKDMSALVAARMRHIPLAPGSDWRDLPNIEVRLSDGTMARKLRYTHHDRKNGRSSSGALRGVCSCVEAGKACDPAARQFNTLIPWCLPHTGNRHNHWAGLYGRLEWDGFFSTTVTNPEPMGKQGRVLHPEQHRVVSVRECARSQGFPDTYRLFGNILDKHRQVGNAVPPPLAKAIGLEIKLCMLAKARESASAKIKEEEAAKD
# Rpn11 block = Rpn11 (PSMD14) deubiquitinase inhibitors, primary screen, biochemical, fluorescence polarization, uHTS; human 26S proteasome, Ub4-pepOG fluorescence polarization; 20S core pre-blocked with epoxomicin; 26S proteasome non-ATPase regulatory subunit 14 (Homo sapiens), O00487; calls only at 20 µM; AID 588493, 2011; 360,000 tested, 0.59% active;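 active = inhibition at 20 µM, scaled to each plate's controls, above about 33%, limit read from the data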
# Scp1 inh = Scp-1 phosphatase inhibitors, primary screen, biochemical, colorimetric, uHTS; Recombinant Scp1, phosphopeptide, malachite green phosphate absorbance; inhibition, % at 20 µM; 340,000 tested, 0.88% active; AID 493091, 2011;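 active = inhibition above about 50% at 20 µM, limit read from the data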;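 also: plate controls were DMSO wells with enzyme for no effect and wells lacking enzyme for full effect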
#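 assay system = SCP-1 phosphatase catalytic domain, residues 76-261 | buffer or medium = 50 mM Tris acetate pH 5.5, 0.005% Tween-20, 10 mM MgCl2 | incubation = enzyme reaction 45 min at room temperature, colour 5 min, stabilisation 30 min | signal = Phosphate-binding colour reagent, absorbance read at 630 nm | measure = % inhibition at 20 µM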
# STEP inh = STEP phosphatase inhibitors, primary screen, biochemical, fluorescence intensity, uHTS | recombinant STEP, OMFP fluorogenic substrate | 360,000 tested, 0.25% active | inhibition, % at 20 µM | Tyrosine-protein phosphatase non-receptor type 5 (Homo sapiens), P54829;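 active = inhibition at 20 µM, scaled per plate between control wells, above about 37%, limit read from the data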;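 also: 0% = DMSO with enzyme and substrate and 100% = substrate only without enzyme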
#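 material = STEP tyrosine phosphatase | reagent = fluorogenic phosphatase substrate OMFP at 25 µM final | doses = single compound dose of 20 µM, 1% DMSO final | schedule = 20 min reaction, room temperature, in the dark | measured by = fluorescence, 480/540 nm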
# SUMO1-SIM PPI = modulators of SUMO1 protein-protein interactions, primary screen, biochemical, uHTS | Small ubiquitin-related modifier 1 (Homo sapiens), P63165 | SUMO1 binding to a labelled peptide, TR-FRET, 1 h | inhibition, % at 20 µM | 360,000 tested, 0.33% active | AID 602429, 2012; in the data active = inhibition above about 37%
# NadD block = inhibitors of S. aureus NadD, primary screen, biochemical, colorimetric, uHTS; 360,000 tested, 0.78% active; Nicotinate-nucleotide adenylyltransferase NadD (Staphylococcus aureus N315); inhibition, % at 20 µM; purified NadD enzyme, colorimetric absorbance read-out; in the data active = inhibition above about 26%; also: some compounds past the cut are filed as inactive
# LMPTP block = LMPTP phosphatase inhibitors, primary screen, biochemical, fluorescence intensity, uHTS; Low molecular weight phosphotyrosine protein phosphatase (Homo sapiens), P24666; recombinant LMPTP-A, OMFP fluorogenic substrate; inhibition, % at 20 µM; 360,000 tested, 0.22% active; AID 651560, 2012;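 active = compounds that cut the enzyme signal by at least half of the control window in the single-dose screen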;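 also: plate controls were DMSO wells with enzyme plus substrate for no effect and substrate without enzyme for full effect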
#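 test system = LMPTP-A | amount = 0.625 nM LMPTP-A final | reagent = fluorogenic phosphatase substrate OMFP at 400 µM final | incubation = 50 min at room temperature | benchmarks = no-enzyme low control, uninhibited high control | medium = Bis-Tris pH 6.0, DTT, detergent | signal = fluorescence intensity of OMFP turnover product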
# CSN deneddyl inh = inhibitors of CSN-mediated cullin deneddylation, primary screen, biochemical, fluorescence polarization, uHTS. inhibition, % at 12.5 µM. Purified CSN, SCF-Nedd8-OG deneddylation. 360,000 tested, 0.38% active. COP9 signalosome complex subunit 5 (Homo sapiens), Q92905;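 active = pattern-corrected inhibition above about 35%, with an unprinted fluorescence ratio check between 0.5 and 1.5, limit read from the data, passing the limit was not always enough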;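 also: 0% = enzyme with substrate and 100% = substrate without enzyme; some results filed as inactive read as strong as hits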
#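 assay system = purified human Csn5 enzyme expressed in HEK293T cells | amount = 0.24 nM enzyme | buffer or medium = Tris/NaCl/DTT buffer, pH 7.5 | reagent = 10 nM SCFSkp2-Nedd8OG | compound = one concentration, 12.5 µM, 0.25% DMSO | times = 90 min reaction at room temperature | signal = FP | read-out basis = % inhibition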
# * hit, by the source's call; i = inactive; · = not tested or not shown; & = joins results of further samples. The list is partial; rates above refer to the full screens.
SMILES,PABP1 MLLE inh,Tb MetRS inh,DNMT1 block,Rpn11 block,Scp1 inh,STEP inh,SUMO1-SIM PPI,NadD block,LMPTP block,CSN deneddyl inh
Cc1nc2c3ccccc3nc(NNC(=O)CCC(=O)N3CCN(c4ccccc4)CC3)n2n1,-3.1,-0.4,1.1,i,-2.0,-0.2,-4.5,0.0,-0.2,1.2
O=C(O)COC(=O)Cc1ccccc1Nc1c(Cl)cccc1Cl,0.4,0.1,5.3,i,-17.2,-1.0,4.1,-6.3,-0.7,0.7
CCOC(=O)C1(CCOc2ccccc2)CCN(Cc2ccc(O)c(Cl)c2)CC1,-8.3,-0.3,-1.4,i,-2.8,-2.1,7.9,-4.5,-42.4,-4.3
CC1(C)O[C@H]2CC(=O)OCC23[C@H]2CC[C@@]4(C)[C@H](c5ccoc5)OC(=O)[C@H]5O[C@]54[C@]2(C)C(=O)C[C@@H]13 (stereo partly specified),12.1,-2.6,-3.5,i,-4.3,-1.5,3.3,-0.4,2.0,-1.2
Cc1nnc(NS(=O)(=O)c2ccc(N)cc2)s1,4.9,-0.3,-1.9,i,-9.0,1.9,-2.5,0.7,-0.7,-2.7
CC1=C(C(=O)O)N2C(=O)[C@@H](NC(=O)[C@H](N)c3ccc(O)cc3)[C@H]2SC1,22.7,0.1,1.2,i,-9.0,-2.4,9.5,4.4,-1.0,-1.9
CCC[C@H](N[C@@H](C)C(=O)N1[C@H](C(=O)O)C[C@@H]2CCCC[C@@H]21)C(=O)OCC,6.7,-0.8,1.2,i,3.8,-4.5,3.5,-0.3,-0.8,-0.1
CC(C)=CC(=O)O[C@@H]1Cc2cc3ccc(=O)oc3cc2OC1(C)C,6.7,-0.4,0.6,i,-4.4,0.5,-5.5,-4.2,-0.2,2.8
COc1nc(C)nc(Cl)c1NC1=NCCN1,18.0&-1.8,-0.7&-1.0,5.0&0.3,i,3.8&-11.3,-4.2&-4.5,5.4&1.5,1.9&3.0,-2.1&-0.6,2.8&2.7
O=C1NCC2(CCN(CCc3ccccc3)CC2)O1,6.9,-0.2,33.4,i,-11.3,-1.6,2.2,-1.2,-2.0,-4.8
COc1cc2nc(N3CCN(C(=O)C4COc5ccccc5O4)CC3)nc(N)c2cc1OC (stereo unspecified),0.4,-0.8,-1.0,i,16.5,0.1,1.4,2.7,7.1,-1.1
CCCOc1ccccc1-c1nc2n[nH]nc2c(=O)[nH]1,-8.4,-0.6,-0.2,i,-8.8,-0.6,-0.2,-1.0,-1.1,-3.2
C[C@H]1c2cccc(O)c2C(=O)C2C(=O)C3(O)C(=O)C(C(N)=O)C(=O)[C@@H](N(C)C)[C@@H]3[C@@H](O)[C@@H]21 (stereo partly specified),9.9,-0.5,0.9,i,-11.3,-0.9,5.2,-3.2,3.3,2.0
NC(=O)NC(CCC(=O)O)C(=O)O (stereo unspecified),-4.9,-1.2,-0.5,i,9.5,-1.4,0.8,10.5,-1.2,2.8
NS(=O)(=O)c1cc2c(cc1C(F)(F)F)NC(Cc1ccccc1)NS2(=O)=O (stereo unspecified),4.2,-0.4,2.1,i,-6.3,-1.1,-1.8,-2.0,-1.1,-3.6
C[C@H](CCC(=O)O)[C@H]1CC[C@H]2[C@@H]3[C@@H](O)C[C@@H]4C[C@H](O)CC[C@]4(C)[C@H]3CC[C@]12C,0.6,-0.1,1.8,i,-14.5,-4.2,7.7,5.6,-0.9,1.3
C[C@]12CC[C@H]3[C@@H](CCC4=CC(=O)CC[C@@]43C)[C@@H]1CC[C@@H]2C(=O)CO,-9.5,0.2,1.5,i,-14.5,-4.0,3.3,3.1,-1.4,-1.4
Nc1cc(-c2ccncc2)c[nH]c1=O,27.2,-1.1,-8.2,i,-17.2,1.1,-6.7,-0.1,0.4,2.6
O=C(O)[C@@H]1[C@H]2C[C@H]3c4[nH]c5ccccc5c4CCN3C[C@@H]2CC[C@@H]1O,62.3,0.7,20.8,i,-8.8,-2.2,24.9,16.0,59.5*,-14.6
O=c1cc[nH]c(=O)[nH]1,-0.5,-0.9,-0.7,i,-3.8,-2.4,3.1,1.0,-0.9,0.9
C=C1c2cccc(O)c2C(=O)C2C(=O)[C@]3(O)C(=O)C(C(N)=O)C(=O)[C@@H](N(C)C)[C@@H]3[C@@H](O)[C@H]12 (stereo partly specified),18.4,0.6,94.3*,i,60.0*,53.1*,72.7*,9.9,81.3*,36.9
c1ccc2c(CC3=NCCN3)cccc2c1,11.2,-2.6,-0.2,i,-6.3,1.7,3.0,3.5,0.7,-1.4
C/C=C/C=N\NC(=O)c1ccncc1,-0.1,-0.6,0.2,i,-13.9,-2.9,3.4,1.0,-1.4,0.1
Nc1ccc(C(=O)Nc2ccccc2N)cc1,-1.2,0.1,-6.4,i,3.8,-2.4,-3.7,0.0,-0.3,1.1
COc1cncc(C#Cc2ccccn2)c1,·,-1.3,·,·,·,·,0.8,0.4,-0.5,0.8
Cc1onc(-c2ccccc2Cl)c1C(=O)N[C@@H]1C(=O)N2[C@@H]1SC(C)(C)[C@@H]2C(=O)O,-3.5&5.4,-0.3&-0.9,2.1&0.7,i,-1.2&-6.3,-5.8&3.6,1.3&7.4,5.2&-2.3,-1.9&-1.4,1.3&2.7
CC(=O)[C@H]1CC[C@H]2[C@@H]3C[C@H](C)C4=CC(=O)CC[C@]4(C)[C@H]3[C@@H](O)C[C@]12C,1.8,-1.2,1.4,i,-1.2,-3.4,2.7,-0.4,-3.6,-0.1
CCOc1ccc(S(=O)(=O)N2CCCCCC2)c2ccccc12,-4.7,-0.8,-2.8,i,-3.4,-3.4,-1.5,-3.7,2.0,2.6
COc1ccc(CN(CCN(C)C)c2ccccn2)cc1,-2.5&-34.6&-4.0,-1.4&-0.7&-0.2,-0.3&23.4&4.7,i,-6.3&-6.3&-6.3,-1.7&-1.5&-8.5,5.0&5.5&3.3,-4.4&1.2&-0.4,-0.5&4.3&-2.2,-2.2&2.1&2.4
CC(=O)N1C[C@H](O)C[C@H]1C(=O)O,3.0,-0.8,0.3,i,-9.0,-2.6,4.3,0.1,-0.8,3.2
COc1c(O)cc2c(c1O)C1OC(CO)C(O)C(O)C1OC2=O (stereo unspecified),21.0,-0.5,-2.2,i,-11.3,-0.4,-4.5,-3.7,-0.8,-3.3
O=C(Cn1ccnc1[N+](=O)[O-])NCCO,9.1,0.1,0.4,i,·,-0.6,-13.5,3.1,-0.8,-1.4
CC(C)Cn1cnc2c1c(=O)n(C)c(=O)n2C,3.8,0.3,-1.4,i,-9.0,-0.7,-1.9,4.8,-1.3,-2.4
CC1=NN(c2ccccc2)C(=O)C1,6.3,1.9,-8.4,i,1.3,-1.8,7.4,3.7,-2.2,-2.3
CC1(C)OC2CC3C4CC(F)C5=CC(=O)C=CC5(C)C4(F)C(O)CC3(C)C2(C(=O)CO)O1 (stereo unspecified),0.5,-0.8,5.2,i,-12.3,-3.8,2.8,3.8,0.9,1.7
CC(=O)NCCCCCC(=O)O,8.1,-1.2,1.6,i,·,-0.1,1.2,5.5,-1.4,-2.7
CN(C)C/C=C(/c1ccc(Br)cc1)c1cccnc1,-5.5,0.3,-1.7,i,-1.2,-1.1,2.8,-3.5,-0.7,-3.6
CN1CCC(=C2c3ccccc3CCc3sccc32)CC1,3.9,-0.4,-0.6,i,-11.3,-2.8,2.6,1.9,-0.5,-2.3
Cc1cc(C)nc(/N=C(\N)Nc2ccc(S(N)(=O)=O)cc2)n1,-6.0,0.4,1.8,i,-6.4,4.8,4.2,-2.3,-1.3,-0.5
CN(C)CCCN1c2ccccc2Sc2ccccc21,-33.6,-2.2,4.5,i,-1.2,-4.8,-4.3,-2.7,-1.4,-7.2
N=C(N=C(N)N)N1CCOCC1,-2.5,-0.2,1.8,i,-11.3,-1.5,-1.2,-1.4,-0.7,-1.8
CC(=O)O[C@]1(C(C)=O)CC[C@H]2[C@@H]3C=C(Cl)C4=CC(=O)[C@@H]5C[C@@H]5[C@]4(C)[C@H]3CC[C@@]21C,-5.5&-3.5,-0.9&-0.9,-0.5&-3.6,i,-6.3&-6.3,-1.2&1.6,-8.9&-0.9,2.2&2.0,-0.7&0.7,-11.0&-0.8
Cc1coc2c1C(=O)C(=O)c1c-2ccc2c1CCCC2(C)C,10.7,-1.5,51.9*,i,-4.3,3.1,9.2,33.4*,8.5,10.3
CCCCCCCCO,-3.3,0.1,0.3,i,-6.3,2.5,-2.6,2.0,-1.0,3.7
O=C1N(c2ccccc2)c2ccccc2C1(Cc1ccncc1)Cc1ccncc1,-116.6,-0.3,-3.3,i,-3.8,0.9,2.3,-4.0,0.7,-3.1
COc1ccccc1OCC(O)COC(N)=O (stereo unspecified),-4.3,-1.1,0.8,i,-14.5,-3.5,-20.0,-2.2,-0.7,0.9
CC(C)(CO)[C@@H](O)C(=O)NCCC(=O)O,17.1,-0.8,0.7,i,-1.2,-3.8,-9.9,3.7,-1.7,0.6
CCCn1ncc(CN2CCCC(C(=O)c3cccc(OC(C)C)c3)C2)c1C (stereo unspecified),-9.2,-0.5,-3.6,i,-4.3,-6.2,-0.7,-11.3,-1.3,1.8

# 2 entries drawn at random from those above:
SMILES,PABP1 MLLE inh,Tb MetRS inh,DNMT1 block,Rpn11 block,Scp1 inh,STEP inh,SUMO1-SIM PPI,NadD block,LMPTP block,CSN deneddyl inh
CCCCCCCCO,-3.3,0.1,0.3,i,-6.3,2.5,-2.6,2.0,-1.0,3.7
CC(C)(CO)[C@@H](O)C(=O)NCCC(=O)O,17.1,-0.8,0.7,i,-1.2,-3.8,-9.9,3.7,-1.7,0.6
